Screens deposited in PubChem by several laboratories.
D1 allo mod: D1 CRE-luciferase signal change, two-sided – cell-based, HEK293 D1, dopamine EC30, D1 allosteric modulator project, primary screen; B-score at 10 µM; AID 641, 2007; actives 5.9% (n = 58,000); dopamine EC30 potentiation; actives deviate in either direction;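 active = luminescence count or its row- and column-corrected plate score outside the 99.7% band of the plate's sample wells, on either side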
Fluor 339 460: intrinsic fluorescence of library compounds, ex339/em460 – biochemical, MLSMR library, data from DPM-DC assay, artefact control, profiling panel; AID 709, 2007; fluorescence fold increase at 10 µM; compound autofluorescence, ex339/em460 nm, NADH buffer; hits give high values; 1 = no-compound wells, NADH background; actives 5.5% (n = 65,000);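 active = at 10 µM, mean starting fluorescence two-fold or more over control wells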;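 also: signal is the first read of a kinetic run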
NADH enzymes: inhibitors of PK/LDH coupling enzymes, profiling panel, artefact control, biochemical, MLSMR library; coupled PK/LDH NADH assays, four targets; IC50, µM (doses to about 10 µM), without a hit: at the highest dose inhibition; actives 0.02% (n = 65,000);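 active = single-dose screening hits from any of four coupled enzyme assays that gave an IC50 when retested across doses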;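 also: the DPM-DC format reads NADH fluorescence rather than 340 nm absorbance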
M1 ag: M1 muscarinic receptor agonists, primary screen, CHO-M1 cells, Fluo-4 calcium, agonist mode. B-score at 10 µM. actives 3% (n = 64,000). Muscarinic acetylcholine receptor M1. Fluo-4 calcium fluorescence; hits give high values;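 active = fluorescence rise, raw or as B-score row- and column-corrected plate score, outside the 99.7% band of its plate's samples, either direction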
M1 antag: antagonists of rat M1 muscarinic receptor; CHO-M1 cells, Fluo-4 calcium, ACh EC80 antagonist mode; hits give low values; actives 3.4% (n = 64,000); AID 628, 2007; B-score at 10 µM;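 active = calcium fluorescence response, raw or row-and-column corrected B-score, differing from the plate sample mean either way at a set confidence level, mostly lower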
Target sequence (P08482 whole entry, looked up): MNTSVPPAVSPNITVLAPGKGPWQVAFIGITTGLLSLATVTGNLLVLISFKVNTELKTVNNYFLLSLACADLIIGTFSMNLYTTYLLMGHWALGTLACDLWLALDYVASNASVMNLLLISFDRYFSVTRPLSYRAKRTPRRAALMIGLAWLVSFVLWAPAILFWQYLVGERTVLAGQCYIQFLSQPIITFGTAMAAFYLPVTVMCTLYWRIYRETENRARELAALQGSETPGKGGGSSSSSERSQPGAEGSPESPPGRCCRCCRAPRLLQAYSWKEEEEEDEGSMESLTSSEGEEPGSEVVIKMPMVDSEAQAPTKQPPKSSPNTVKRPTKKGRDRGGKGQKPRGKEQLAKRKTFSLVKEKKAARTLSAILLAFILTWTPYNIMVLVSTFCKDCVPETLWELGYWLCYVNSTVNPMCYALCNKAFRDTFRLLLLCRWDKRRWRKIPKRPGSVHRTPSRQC
Ec RNAP inh: E. coli RNAP inhibitors, biochemical. DNA-directed RNA polymerase subunit beta (Escherichia coli (strain K12)), P0A8V2. E. coli RNA polymerase, fluorescence transcription assay. actives 0.2% (n = 62,000). inhibition, %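 (tested at 10 µM)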; in the data active = inhibition above about 20%;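 also: 0% = enzyme without compound and 100% = no enzyme blank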
Her2 expr inh: inhibitors of Her2 protein expression, primary screen, SKBR-3 cells, AlphaScreen, 66K library | HER2 level % of control, % at 10 µM | AID 645, 2007 | actives 0.69% (n = 65,000) | SKBR-3 HER2 protein level, 18-24 h; hits give low values;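 active = HER2 level under 5% of the carrier-only control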;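 also: 100% = DMSO carrier and 0% = 500 nM PU-H71 HSP90 inhibitor; lower value means stronger loss of Her2 protein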
Hsp90 inh: tumor Hsp90 inhibitors, primary screen, cell lysate, fluorescence polarization, NCI-N417 lysate. Heat shock protein HSP 90-alpha (Homo sapiens), P07900. Cy3B-geldanamycin FP displacement. inhibition, % at 30 µM. actives 0.35% (n = 64,000). AID 429, 2006;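 active = inhibition above 50%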;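 also: 0% = tracer plus lysate wells and 100% = tracer alone without lysate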
5HT1a ag: human 5-HT1a receptor agonists, primary screen, cell-based, CHO, Ga15 NFAT-bla reporter | actives 0.56% (n = 65,000) | CHO 5-HT1a Ga15 NFAT-bla reporter, FRET ratio; 0% basal, 100% maximal reference agonist | 5-hydroxytryptamine receptor 1A (Homo sapiens), P08908 | activation, % at 10 µM | AID 567, 2006;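 active = activation above the screen-wide mean activation plus 3 SD, cut at about 19% in these data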;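 also: 0% = DMSO wells and 100% = 5-CT at EC100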
Target sequence (P08908 whole entry, looked up): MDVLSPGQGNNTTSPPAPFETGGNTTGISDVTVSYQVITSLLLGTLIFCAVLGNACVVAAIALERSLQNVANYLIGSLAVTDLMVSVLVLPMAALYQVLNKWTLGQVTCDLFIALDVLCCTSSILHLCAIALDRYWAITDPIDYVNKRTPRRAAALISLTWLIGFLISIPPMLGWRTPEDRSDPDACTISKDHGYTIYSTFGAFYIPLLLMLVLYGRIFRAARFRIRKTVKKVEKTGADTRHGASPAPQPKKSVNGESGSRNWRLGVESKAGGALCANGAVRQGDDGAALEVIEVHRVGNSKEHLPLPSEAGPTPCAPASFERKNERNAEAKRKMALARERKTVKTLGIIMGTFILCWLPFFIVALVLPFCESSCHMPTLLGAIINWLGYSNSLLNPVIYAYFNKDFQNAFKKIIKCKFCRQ
Numbers without * were called inactive; . = no result given; [ ] = dose if it differs, or a comment. Not a hit list; overall some 16% were active at least once.

Each structure is followed by: Hsp90 inh	M1 ag	Ec RNAP inh	NADH enzymes	Her2 expr inh	D1 allo mod	5HT1a ag	M1 antag	Fluor 339 460
- CCS(=O)(=O)N1CCCC(C(=O)NCc2ccc3c(c2)OCO3)C1 (centres undefined)
 : -5	0.91	2	5%	82	-0.47	-1.5	0.36	1.1
- Cc1ccc(CS(=O)(=O)CCC(=O)NCC2CCCO2)cc1 (centres undefined)
 : -3	-0.74	9	3%	96	-0.35	-3.9	0.46	1
- COc1ccccc1Oc1ccc(S(=O)(=O)Nc2cccnc2)cc1
 : -4	15*	-11	7%	81	-1.4	1.0	-0.84	1.1
- CC(C)(C)n1ncc2c(=O)n(CC(=O)Nc3ccc4c(c3)OCO4)cnc21
 : -4	-0.62	8	5%	99	.	-0.8	0.094	1.1
- COc1ccc2[nH]c(=O)c(-c3noc(-c4ccccc4)n3)cc2c1
 : -4	0.045	5	4%[fluoresces]	71	-0.2	1.0	0.13	3.6*
- CNCCCc1[nH]nc(N)c1C#N
 : -2	-0.38	7	7%	117	-1.9	-2.1	1.4	1.1
- C=CCn1c(N)c(C(=O)OCC(C)C)c2nc3ccccc3nc21
 : 66*	0.93	-14	4%[fluoresces]	86	.	0.6	0.86	3.8*
- Cc1ccc(-n2cnc3c(sc4nccc(N(C)C)c43)c2=O)cc1
 : -5	-0.049	-2	8%	86	-1.5	2.2	0.17	1.4
- COCCN1C(=O)C(=O)/C(=C(/O)c2ccc(OCC(C)C)cc2)C1c1cccnc1 (centres undefined)
 : -2	0.27	8	2%	96	-0.24	-1.8	-0.28	1
- COc1ccc(-n2c(Cc3cccn3C)nnc2SCC(=O)Nc2cccc(C)c2C)cc1
 : 2	-1.2	9	3%	94	-0.2	1.1	0.37	1
- O=C(CSc1nnnn1-c1ccccc1)NC(=O)Nc1ccc2c(c1)OCCO2
 : .	0.13	2	3%	68	.	-3.1	-0.067	1.1
- CCn1c(COc2ccc(C)cc2)nnc1SCC(=O)Nc1ccc(S(N)(=O)=O)cc1
 : -1	-0.43	.	0%	108	.	-2.1	-0.65	1.2
- COc1ccc(N2CCN(C(=O)CSc3ncnc4c3cnn4-c3ccc(OC)cc3)CC2)cc1
 : 2	-1.1	4	5%	78	-0.014	-4.2	0.47	1.2
- O=C(NCCN1CCOCC1)c1cc2n(n1)C(C(F)(F)F)CC(c1ccc(F)cc1)N2 (centres undefined)
 : 2	0.11	-6	2%	105	.	2.2	1	1.1
- O=C(CCNC(=O)Cn1cnc2ccccc2c1=O)NCC1COc2ccccc2O1 (centres undefined)
 : -1	0.71	1	4%	88	-0.013	-3.8	0.22	1.1
- Nc1ccc(CCS(N)(=O)=O)cc1
 : -6	1	1	4%	84	-1.4	-2.2	0.74	1.1
- O=C(Cc1ccc(Cl)cc1)Nc1ccc(N2CCN(C(=O)c3ccco3)CC2)c(Cl)c1
 : -1	-0.016	6	7%	43	-0.15	0.5	0.12	1.1
- Cc1cc2c(c(=O)n1Cc1cccnc1)C(Cc1ccccc1)C(C#N)=C(N)O2 (centres undefined)
 : 1	-0.049	4	2%	75	-0.12	-4.6	-2.2	1.1
- COc1ccc(C)cc1Cn1c(S(C)(=O)=O)nc2ccccc21
 : 1	0.21	2	3%	93	1.1	-3.6	0.1	1.1
- CCc1c(C)sc(NC(=O)CC#N)c1C#N
 : -30	0.32	6	8%	100	-0.89	-0.4	-0.32	1.2
- Cc1ccc(-n2c(Cc3cccn3C)nnc2SCC(N)=O)cc1
 : -1	-0.43	-1	3%	70	0.19	-0.7	0.52	1.1
- Nc1c(Br)cc2oc(-c3ccccc3)nc2c1Br
 : 2	-0.14	-2	6%	72	0.97	-0.6	0.72	1.2
- Cn1c(Cc2ccc3c(c2)OCO3)nnc1SCC(=O)N1CCc2ccccc2C1
 : 5	-0.57	3	8%	82	0.098	-0.3	-0.024	1
- CCC(=O)c1ccc(OCCN2CCOCC2)cc1
 : -9	0.022	6	3%	76	0.89	-1.4	-0.53	1.1
- CCc1ccc(S(=O)(=O)NCc2cn3ccsc3n2)s1
 : -1	3.3*	.	37%	73	0.86	-2.5	0.55	1
- COc1ccc(N2CCN(CCNC(=O)C3CC(=O)N(C4CCCC4)C3)CC2)cc1 (centres undefined)
 : -1	0.52	6	3%	101	-0.84	-1.5	0.13	1.1
- Cc1cc(Br)ccc1OCC(=O)N(Cc1nc(-c2ccccc2)no1)C(C)C
 : -3	3.9	7	6%	104	.	-0.3	0.32	1.1
- CCn1c(SCC(=O)N2CCC(C(N)=O)(N3CCCCC3)CC2)nnc1-c1ccccc1
 : 1	-0.48	.	6%	117	-1.2	-4.4	0.081	1.1
- CCOC(=O)CCC(=O)Nc1ccccc1C(N)=O
 : 1	0.3	4	2%	86	-0.9	0.1	0.64	1.1
- CCOC(=O)NC1CCS(=O)(=O)C1 (centres undefined)
 : -3	0.35	4	1%	124	-0.52	-3.1	0.32	1.1
- Cc1ccc(C)c(OCC(=O)Nc2cc(C)on2)c1
 : -2	-0.14	3	8%	97	-0.75	-3.6	0.13	1.1
- CS(=O)(=O)N(CC(=O)NCCSCc1c(F)cccc1Cl)c1ccc2c(c1)OCO2
 : 1	0.17	-6	8%	91	0.59	9.9	-0.35	1.1
- Cc1ccc(Cn2nnc3c(=O)n(CC(=O)N4CCN(c5ccccc5)CC4)cnc32)cc1
 : 2	-2.5	.	7%	137	-0.42	-1.6	-4.7*	1.1
- O=C(CN(Cc1ccco1)C(=O)Cn1nnc(-c2ccc(F)cc2)n1)NC1CCCC1
 : 0	-1.1	6	8%	98	.	-1.0	-0.19	1.1
- O=C(c1ccco1)N1CCN(c2ncnc3sc4c(c23)CCC4)CC1
 : -5	0.34	5	0%	74	-1	1.9	-0.34	1.2
- Cc1[nH]nc2c1C1(CCN(C(=O)OCc3ccccc3)CC1)C(C#N)=C(N)O2
 : -5	5.5	-4	5%	81	.	0.1	-0.022	0.97
- CCC(=O)Nc1nnc(Sc2ccc(N(C)C)cc2)s1
 : 0	-0.95	.	17%	105	1.1	-2.6	-1.1	0.91
- CC1=C(C(=O)Nc2ccccc2)C(c2ccco2)n2ncnc2N1 (centres undefined)
 : -5	0.47	3	0%	100	-1	-1.1	0.36	1.1
- Cc1cccc(C(=O)Nc2ccc(CC(=O)O)cc2)c1
 : 1	1.1	5	3%	125	-2.4	-0.4	0.19	1.1
- COc1ccc(NC(=O)CN2CCN(CC(=O)Nc3ccccc3Cl)CC2)cc1Cl
 : 2	1	-3	2%	76	0.45	2.5	0.035	1.1
- COc1cccc(NS(=O)(=O)c2cc(C)ccc2OC)c1
 : 6	0.03	-7	4%	82	0.48	0.3	0.35	1.1
- O=C(c1ccc(S(=O)(=O)N2CCOCC2)cc1)N(c1ccccc1)C1C=CS(=O)(=O)C1 (centres undefined)
 : -2	-0.081	6	7%	114	-0.49	-1.6	0.19	1.1
- CS(=O)(=O)n1nc(C(=O)N2CCOCC2)nc1N
 : .	-0.11	.	7%	.	.	.	-0.18	1.1
- CC[N+](CC)(CCO)CCCN1C(=O)C2CC=C(Cl)CC2C1=O (centres undefined)
 : 0	0.64	1	0%	131	0.4	-1.4	-0.0022	1.1
- CCCC(c1nnnn1C(C)(C)CC)N(CCCO)Cc1cc2cc(C)cc(C)c2[nH]c1=O (centres undefined)
 : 1	1.3	7	6%	108	0.36	-1.4	-0.12	1.1
- COc1ccc(S(=O)(=O)NCC(=O)N(CC(=O)NCC2CCCO2)c2c(C)cccc2C)cc1 (centres undefined)
 : -3	0.26	8	8%	109	0.031	-2.1	-0.072	1.1
- N#CCCN1CCN(C(CNS(=O)(=O)c2ccc(Cl)cc2)c2ccccc2)CC1 (centres undefined)
 : -3	0.94	9	5%	93	0.31	-1.7	1.8	1.1
- CC(C)Nc1nc(NC(C)C)nc(N(C)n2cnnc2)n1
 : -2	-1.2	.	6%	111	.	1.0	0.2	1
- CCSCCOC(=O)C1=C(C)NC(=O)NC1c1ccccc1 (centres undefined)
 : 88*	0.86	4	8%	87	-0.5	-2.3	0.53	1.1
- CCOC(=O)c1ccccc1NC(=O)c1ccccc1NS(C)(=O)=O
 : 9	0.53	10	2%	94	0.038	-1.0	-0.59	1.2
- CCCCNC1C(CC)C(CCC)C(C#N)(C#N)C1(C#N)C#N (centres undefined)
 : -7	-0.3	3	2%	43	-0.081	-5.5	-0.28	1

Filtered by structure: the entries above containing an aryl thioether with sulfur outside any ring.
Each structure is followed by: Hsp90 inh	M1 ag	Ec RNAP inh	NADH enzymes	Her2 expr inh	D1 allo mod	5HT1a ag	M1 antag	Fluor 339 460
- COc1ccc(-n2c(Cc3cccn3C)nnc2SCC(=O)Nc2cccc(C)c2C)cc1
 : 2	-1.2	9	3%	94	-0.2	1.1	0.37	1
- O=C(CSc1nnnn1-c1ccccc1)NC(=O)Nc1ccc2c(c1)OCCO2
 : .	0.13	2	3%	68	.	-3.1	-0.067	1.1
- CCn1c(COc2ccc(C)cc2)nnc1SCC(=O)Nc1ccc(S(N)(=O)=O)cc1
 : -1	-0.43	.	0%	108	.	-2.1	-0.65	1.2
- COc1ccc(N2CCN(C(=O)CSc3ncnc4c3cnn4-c3ccc(OC)cc3)CC2)cc1
 : 2	-1.1	4	5%	78	-0.014	-4.2	0.47	1.2
- Cc1ccc(-n2c(Cc3cccn3C)nnc2SCC(N)=O)cc1
 : -1	-0.43	-1	3%	70	0.19	-0.7	0.52	1.1
- Cn1c(Cc2ccc3c(c2)OCO3)nnc1SCC(=O)N1CCc2ccccc2C1
 : 5	-0.57	3	8%	82	0.098	-0.3	-0.024	1
- CCn1c(SCC(=O)N2CCC(C(N)=O)(N3CCCCC3)CC2)nnc1-c1ccccc1
 : 1	-0.48	.	6%	117	-1.2	-4.4	0.081	1.1
- CCC(=O)Nc1nnc(Sc2ccc(N(C)C)cc2)s1
 : 0	-0.95	.	17%	105	1.1	-2.6	-1.1	0.91
